# AmpC no deterg: AmpC beta-lactamase inhibition without detergent; AmpC nitrocefin hydrolysis, absorbance 480 nm, 0.0001% Triton; 0.52% of 330,000 active; Potency, µM (doses to about 57.1 µM), for the others: at the highest dose activity change, negative = inhibition, most hits filed as inhibitors; P00811;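 note: potency is the fitted concentration of half-maximal effect; plate controls were no compound for no effect and no enzyme for full effect; nearly all actives have a fitted effect of over 20% in size; some results filed as inactive show a strong effect at the top dose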
# Target sequence (P00811 whole entry, looked up): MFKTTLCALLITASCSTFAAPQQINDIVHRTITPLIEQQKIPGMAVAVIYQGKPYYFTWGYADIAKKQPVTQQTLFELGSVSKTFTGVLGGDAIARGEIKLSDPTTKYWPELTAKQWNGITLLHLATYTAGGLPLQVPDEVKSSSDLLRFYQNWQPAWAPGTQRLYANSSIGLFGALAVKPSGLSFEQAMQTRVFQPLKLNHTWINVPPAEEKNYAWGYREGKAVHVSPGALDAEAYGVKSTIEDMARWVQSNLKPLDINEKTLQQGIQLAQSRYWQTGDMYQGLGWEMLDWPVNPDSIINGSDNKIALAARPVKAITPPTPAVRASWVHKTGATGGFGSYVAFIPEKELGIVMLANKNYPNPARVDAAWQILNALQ
#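 20 mM phosphate pH 7.0 + 0.01% (detergent screen) or 0.0001% Triton X-100; 5.3 nM AmpC reagent; cpd preinc 15 min RT; nitrocefin (800 uM stock) to start; A480 q20 s × 4 min; Activity was normalised to no-enzyme and no-compound control wells.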
# AmpC inh detg: blocks E. coli AmpC beta-lactamase in detergent assay; P00811; AmpC hydrolysis of nitrocefin, absorbance 480 nm, 0.01% Triton; Potency, µM (series often up to 114 µM), inactives show at the highest dose activity change, negative = inhibition, actives largely listed as inhibitors; 0.041% of 370,000 active; AID 485294;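 note: potency is the fitted concentration of half-maximal effect; 0% = no-compound wells and -100% = no-enzyme wells; nearly all actives have a fitted effect of over 25% in size; some results filed as inactive show a strong effect at the top dose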
#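 AmpC (5.3 nM in the dispensed reagent) in 20 mM phosphate pH 7.0 with 0.01% (detergent screen) or 0.0001% Triton X-100 was preincubated with compounds for 15 min at room temperature. Nitrocefin was then added from an 800 uM solution, and hydrolysis was followed at 480 nm.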
# FBPA Giardia inh: Giardia lamblia aldolase inhibition; purified Giardia FBPA; Potency, µM (series often up to 59.6 µM), for inactives: top-dose activity, negative = inhibition, usual class: inhibitors; AID 2451; 0.71% of 290,000 active; A8B2U2; note: potency is the fitted concentration of half-maximal effect; % is set by controls: 0 for no effect and ±100 for the full control effect; nearly all actives have a fitted effect of over 55% in size
# Target sequence (A8B2U2 whole entry, looked up): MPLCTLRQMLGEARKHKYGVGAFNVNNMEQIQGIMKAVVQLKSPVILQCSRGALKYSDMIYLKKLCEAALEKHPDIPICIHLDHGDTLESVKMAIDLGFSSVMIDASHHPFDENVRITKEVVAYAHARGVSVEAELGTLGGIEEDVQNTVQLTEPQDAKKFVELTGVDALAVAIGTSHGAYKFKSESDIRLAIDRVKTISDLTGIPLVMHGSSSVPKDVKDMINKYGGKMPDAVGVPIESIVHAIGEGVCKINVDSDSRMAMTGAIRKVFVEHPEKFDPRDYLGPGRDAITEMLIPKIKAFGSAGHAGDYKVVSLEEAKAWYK
#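 40 nM FBPA preincubated 10 min at RT with compound (up to 57.5 uM final), then substrate plus GAPDH/TPI/NAD/arsenate coupling and diaphorase/resazurin added. Fluorescence read after 20 min at RT, 525/598 nm.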
# HCMV antiviral: blocks human cytomegalovirus replication; HFF cells, HCMV-luciferase reporter, 72 h; active compounds read low; activity change, negative = inhibition, % at 57.5 µM; 4.5% of 410,000 active; in the data active = activity change below about -60%; inconclusive = no clear call, values can overlap the other calls; inactive = above about -39%; note: % is set by controls: 0 for no effect and ±100 for the full control effect
#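 Two-dose cell screen: HFF monolayers treated with compounds and infected with luciferase-expressing HCMV at 1 PFU/cell, 72 h at 37C, then lysed for luciferase measurement.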
# Shiga inhibitor: Shiga toxin inhibition | Vero cells, Shiga toxin protein synthesis inhibition reporter | inhibition, % at 38.7 µM | 9.2% of 290,000 active | AID 2315; in the data active = inhibition mostly above about 28%, no sharp cut-off; inactive = mostly below about 43%; note: 0% is about no effect
# Cycloheximide cs: affects cycloheximide protein synthesis inhibition readout, counter-screen; cell reporter, cycloheximide protein synthesis inhibition counterscreen; max response, %; 12% of 300,000 active; AID 2314; in the data active = max response mostly above about 13%, no sharp cut-off; inactive = mostly below about 14%; note: read at 38.3 µM for the half of the compounds with a filed dose; 0% is about no effect
# AMA1-RON2 inh: inhibitors of Plasmodium falciparum AMA1-RON2 interaction. AlphaScreen AMA1-biotinylated RON2 peptide binding. Potency, µM (top dose mostly 58.2 µM), for the others: top-dose activity change, negative = inhibition, hits mostly inhibitors. 0.2% of 360,000 active;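 note: potency is the fitted concentration of half-maximal effect; 0% = vehicle wells and -100% = peptide control; nearly all actives have a fitted effect of over 45% in size; some results filed as inactive show a strong effect at the top dose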
#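 AMA1 (3D7) with his tag at 25 nM final met compounds first, then biotinylated RON2 peptide at 25 nM; detection used donor plus acceptor beads, 10 µg/mL apiece, read by AlphaScreen after 30 min at room temperature.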
# The depositor's hits bear a star; ? = inconclusive; nt = not tested or not shown; + = active, no number; [ ] = remark or other dose. Unless noted, calls come from the whole dose curve; as a rule, active = well fitted curve in the direction sought with a large enough effect; inconclusive = small, poorly fitted or top-dose-only effect, or another doubt; inactive = no such curve, though single readings can be large; an effect the other way counts as inactive or inconclusive.
SMILES,AmpC no deterg,AmpC inh detg,FBPA Giardia inh,HCMV antiviral,Shiga inhibitor,Cycloheximide cs,AMA1-RON2 inh
Cn1c(OCc2ccco2)nc2c1c(=O)n(Cc1ccc(Cl)c(Cl)c1)c(=O)n2C,20%,?,8%,nt,-2,-1,-12%
CCCCC(=O)N/N=C/c1c(O)n(CCc2ccccc2)c(=O)[nH]c1=O,-42%,-4%,2%,85,16,0,64%[activator]
CCn1c2ccccc2c2nc3cc(OC)c(OC)cc3nc21,201%[activator],3%,-5%,16,-16,2,55%[activator]
CCc1ccc(N2CCCn3c2nc2c3c(=O)n(CCN3CCOCC3)c(=O)n2C)cc1,4%,-17%,-3%,nt,-5,0,nt
COc1ccc(C(C#N)N2CCOCC2)cc1 (stereo not drawn),-3%,-8%,2%,34,4,-3,-5%
COC(=O)c1nn2c(C(F)(F)F)cc(-c3ccc(Br)o3)nc2c1Br,-27%,?,-1%,36,24,-4,?
CCCNc1cc(C)oc(=O)c1C(=O)CC,0%,1%,5%,41,-1,4,3%
CCOc1ccc(/C=N/NC(=O)c2nnn(-c3nonc3N)c2CN(C)C2CCCCC2)cc1,-5%,-7%,6%,?,-2,-3,-2%
COc1ccccc1-c1cc(C(=O)Nc2cc(C)on2)no1,-16%,?,-3%,-19,24,12,-6%
CNC(=O)COc1coc(CN2CCN(c3ccccc3F)CC2)cc1=O,-14%,-12%,nt,0,-4,2,18%
O=C(CSc1ccc2nnc(-c3ccccn3)n2n1)Nc1cccc(F)c1,-24%,-7%,nt,23,9,8,-2%
Cc1nn(C)c(C(=O)NC2C3CC4CC(C3)CC2C4)c1Cl (stereo not drawn),65%[activator],-3%,4%,20,-5,-1,4%
O=C(O)/C=C/C(=O)Nc1ccc(SC(F)(F)F)cc1,-9%,-11%,25%,20,12,6,6%
COc1ccc(NC(=O)C2CC(=O)N(CCc3ccc(F)cc3)C2)c(OC)c1 (stereo not drawn),37%[activator],-9%,-5%,6,-3,-2,15%
O=C(c1c(F)cccc1Cl)N1CCN(c2ccccn2)CC1,2%,?,0%,6,-18,-8,5%
COc1ccc(NS(=O)(=O)c2cccc(NC(=O)CCC(=O)c3cccs3)c2)cc1,-43%,?,0%,-34,24,-3,-12%
CC(CCc1ccccc1)NS(=O)(=O)c1ccccc1F (stereo not drawn),-28%,?,7%,29,-9,-7,13%
O=S(=O)(c1ccc2ccccc2c1)N1CCN(S(=O)(=O)c2c(F)cccc2F)CC1,-20%,nt,nt,99,-10,-5,nt
O=C(CCC(=O)c1cccs1)NCC(=O)Nc1ccc(F)c(F)c1F,-28%,3%,0%,2,-14,-1,9%
CC(C)Oc1cc(NC(=O)CS(=O)CC(=O)N(C)C)c(Cl)cc1Cl (stereo not drawn),14%,11%,7%,6,11,-1,1%
CC(=O)Nc1ccc(Nc2cc(C)nc3c(-c4ccc(Cl)cc4)cnn23)cc1,-37%,-11%,8%,-70*,36*,52*,66%[activator]
COc1ccc(S(=O)(=O)N2CCC(Cc3ccccc3)CC2)cc1C(N)=O,14%,3%,-1%,9,-4,-2,9%
CC(C)c1cc(N2CCOCC2)n2ncc(-c3ccccc3)c2n1,36%,-7%,5%,?,16,13,25%
Cc1nc2cc(-n3ccc(=O)cc3)ccc2n1-c1ccccc1,-6%,-3%,3%,124,5,-1,3%
CC1CCN(S(=O)(=O)c2ccc3c(c2)N(CC(=O)NCCN2C(C)CCCC2C)C(=O)CS3)CC1 (stereo not drawn),42%,1%,nt,0,-5,1,-10%
OCC(O)C1OC(Nc2ccc(Cl)cc2)C(O)C1O (stereo not drawn),-10%,-5%,1%,-18,-3,-2,0%
COC(=O)C1=C(C)NC(C)=C(C(=O)OC)C1c1cc2cc(C)ccc2[nH]c1=O,23%,-7%,-4%,-28,-8,-1,4%
O=c1c(Cl)c(N2CCCCC2)cnn1-c1nc2ccccc2[nH]1,-24%,5%,-3%,-61*,17,20*,14%
CCCCn1c(=O)c(C(=O)Nc2ccccc2S(N)(=O)=O)c(O)c2ccccc21,-38%,-14%,2%,?,25,-4,21%
O=C(O)c1cc(O)ccc1NC(=O)C(c1ccccc1)c1ccccc1,-15%,0%,19%,6,8,1,-4%

# Just Cycloheximide cs and HCMV antiviral, for 5 of the compounds above:
canonical_smiles | Cycloheximide cs | HCMV antiviral
CC(C)Oc1cc(NC(=O)CS(=O)CC(=O)N(C)C)c(Cl)cc1Cl (stereo not drawn) | -1 | 6
CC(=O)Nc1ccc(Nc2cc(C)nc3c(-c4ccc(Cl)cc4)cnn23)cc1 | 52* | -70*
COc1ccc(S(=O)(=O)N2CCC(Cc3ccccc3)CC2)cc1C(N)=O | -2 | 9
CC(C)c1cc(N2CCOCC2)n2ncc(-c3ccccc3)c2n1 | 13 | ?
Cc1nc2cc(-n3ccc(=O)cc3)ccc2n1-c1ccccc1 | -1 | 124

# Next section:
SMILES,AmpC no deterg,AmpC inh detg,FBPA Giardia inh,HCMV antiviral,Shiga inhibitor,Cycloheximide cs,AMA1-RON2 inh
COc1ccc(-c2nc(CN3CCC(C(=O)NC4CC4)CC3)c(C)o2)cc1OC,-9%,?,5%,-34,-3,-6,-4%
O=C(CNC(=O)c1ccco1)N/N=C/c1ccc(C(=O)O)cc1,-20%,5%,-17%,2,-12,6,26%
CC1C(=NO)C(C)C(c2ccccc2)NC1c1ccccc1 (stereo not drawn),-4%,2%,-3%,-36,51,1,-9%
CCN(CC)C(=O)c1ccc2c(c1)C1C(Cl)C(Sc3ccccc3[N+](=O)[O-])CC1C(C(=O)O)N2 (stereo not drawn),-16%,-5%,-23%,nt,-6,2,?
COc1ccccc1N1CCN(Cc2ccc(SC)cc2)CC1,7%,?,16µM*,-33,-4,-1,20µM*
O=C1CS/C(=N/N=C/c2ccc(OS(=O)(=O)c3ccccc3)cc2)N1,-33%,1%,7%,21,-8,2,3%
O=C(c1cccc(C(F)(F)F)c1)N1CCN(S(=O)(=O)c2ccc(Cl)s2)CC1,69%[activator],3%,nt,-10,12,9,4%
COC(=O)c1ccc(S(=O)(=O)NCc2ccco2)n1C,-11%,-13%,6%,11,31,11,-15%
CSc1ccccc1C(=O)Nc1ncn[nH]1,-8%,?,-22%,7,2,0,11%
Cc1ccc(NC(=O)CSc2nnc3c(n2)[nH]c2ccccc23)cc1,-3%,?,-1%,2,-8,-4,-5%
Cc1ccc2c(c1)N(C(=O)CCC(=O)NCCN1CCOCC1)CCO2,-9%,?,-5%,7,-5,-1,7%
COc1ccc(-c2nc(CS(=O)CC(=O)N3CCC4(CC3)OCCO4)c(C)o2)cc1 (stereo not drawn),7%,?,0%,38,-6,-1,-7%
O=C(NC1CCCC1)C(c1cccnc1)N(Cc1ccc(F)cc1)C(=O)c1csnn1 (stereo not drawn),-16%,-12%,3%,-23,-5,-5,-6%
COc1cccc(N(CC(=O)NCc2cccnc2)S(C)(=O)=O)c1,-11%,-11%,-1%,-12,-8,2,-4%
O=C(COc1cc(F)ccc1[N+](=O)[O-])NCCN1C(=O)CSC1=O,-12%,nt,nt,14,nt,nt,7%

# Of the compounds above, two contain a nitro group on carbon.
SMILES,AmpC no deterg,AmpC inh detg,FBPA Giardia inh,HCMV antiviral,Shiga inhibitor,Cycloheximide cs,AMA1-RON2 inh
CCN(CC)C(=O)c1ccc2c(c1)C1C(Cl)C(Sc3ccccc3[N+](=O)[O-])CC1C(C(=O)O)N2 (stereo not drawn),-16%,-5%,-23%,nt,-6,2,?
O=C(COc1cc(F)ccc1[N+](=O)[O-])NCCN1C(=O)CSC1=O,-12%,nt,nt,14,nt,nt,7%

# Other structures.
SMILES,AmpC no deterg,AmpC inh detg,FBPA Giardia inh,HCMV antiviral,Shiga inhibitor,Cycloheximide cs,AMA1-RON2 inh
CC(=O)c1ccc(NC(=S)N2CCN(C(=S)Nc3ccc(C(C)=O)cc3)C(C)C2)cc1 (stereo not drawn),20%,-4%,2%,-32,6,14,-23%
CC(C)(C)OC(=O)NCCCC[C@H](NC(=O)c1[nH]cnc1C(=O)Nc1ccc(CNC(=O)OC(C)(C)C)cc1)C(=O)OC(C)(C)C,93%[activator],2%,-21%,-10,-3,-3,101%[activator]
COC(=O)C1=C(C)N(Cc2ccccc2)C(=O)N[C@H]1c1cccc(C(F)(F)F)c1,-13%,0%,2%[12.9 µM],-20,-4,-3,-9%
COCCNC(=S)N(CCc1c(C)[nH]c2ccccc12)Cc1cccnc1,41%,0%,8%,24,43,-3,-8%
Cc1ccc2nc(SCC(=O)NC3CCS(=O)(=O)C3)[nH]c2c1 (stereo not drawn),-24%,nt,nt,-2,nt,nt,-5%
COc1ccc2c(c1)OC[C@H]1[C@H]2N2C(=O)CN(C)C(=O)[C@@]2(C)[C@H]1c1ccccc1,89%[activator],1%,nt,-35,nt,nt,27%
CSc1ccc(/C=C(\C(=O)O)c2ccc(S(=O)(=O)N3CCCCC3)s2)cc1,-15%,-14%,22%,-16,-15,-2,0%
O=C(CNC(=O)c1ccccc1Br)NCCSc1ccc(Br)cc1,-4%,-3%,nt,-22,nt,nt,2%
CCOC(=O)c1c(C)[nH]c(C)c1S(=O)(=O)N(C)CC(=O)Nc1ccc(C)cn1,-10%,4%,nt,?,10,-2,-9%
COc1ccc(N=C2SC(C(=O)Nc3ccc(C(=O)O)cc3)CC(=O)N2Cc2cccs2)cc1 (stereo not drawn),-38%,4%,0%,?,9,-2,-8%
O=C(Nc1ccc(NC(=S)NC(=O)c2cccs2)cc1)c1ccco1,-27%,-2%,-13%,-87*,18,-2,69%[activator]
COc1ccc(OC)c(C(=O)COC(=O)c2[nH]c(C)c(C(C)=O)c2C)c1,10%,0%,nt,3,nt,nt,1%
COc1ccc(-c2noc(N3CCCC(C(=O)Nc4cc(F)ccc4F)C3)n2)cc1 (stereo not drawn),-26%,?,14%,-15,-7,-4,2%
CS(=O)(=O)N(Cc1ccccc1)c1ccc(C(=O)NCc2cccnc2)cc1,0%,-16%,7%,10,-13,0,-1%
COC(=O)C1=C(c2ccc(OC)c(OC)c2)C[C@@H]2CC[C@H]1N2C(=O)NCc1ccco1,3%,1%,nt,-6,nt,nt,0%
O=C1CC(C(=O)Nc2ccccc2)C2(CCCCC2)O1 (stereo not drawn),-10%,3%,-6%,21,-12,0,13%
O=C1/C(=C\c2ccsc2)NC(=S)N1c1ccccc1,?,-3%,-10%,17,30,11,46%[activator]
COC(=O)C(CC(=O)c1ccc(Cl)cc1)c1ccc(C)cc1 (stereo not drawn),-12%,?,0%,22,+,20,22%
CSCCC(NC(=O)c1ccccc1Br)C(=O)N1CCCC(C(F)(F)F)C1 (stereo not drawn),11%,0%,nt,8,12,-2,0%
Cc1cc2c(cc1S(=O)(=O)N1CCN(c3cccc(C)c3C)CC1)OCC(=O)N2,-17%,-14%,-15%,-1,13,-1,-6%
COc1ccc(-n2c(C)cc(C(=O)CSc3ccc(NC(C)=O)cc3)c2C)cc1,7%,-2%,2%,8,69*,29*,-9%[11.6 µM]
CCC(=O)Nc1nnc(CSCc2ccccc2)s1,-3%,-7%,12%,24,11,6,16%

# Compound activity from PubChem.

# Random draw from the library; 16% or so of the library scored in one or more.
